PLCg1 inh – PLC-gamma1 enzyme inhibitors, primary screen, biochemical, fluorescence, purified enzyme. fluorogenic substrate. inhibition, % at 12.2 µM. 1-phosphatidylinositol 4,5-bisphosphate phosphodiesterase gamma-1 (Homo sapiens), P19174. 0.84% of 370,000 active; in the data active = inhibition above about 9.5%
ASAP1 GAP inh – inhibitors of human ASAP1 ArfGAP activity, primary screen, biochemical, fluorescence polarization; Arf-GAP with SH3 domain, ANK repeat and PH domain-containing protein 1 (Homo sapiens), …; AID 624377, 2012; 0.19% of 360,000 active; ASAP1-stimulated ARF1 GTP hydrolysis, GDP FP detection; inhibition, % at 16.5 µM; in the data active = inhibition above about 25%;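 also: 0% = vehicle with enzyme and substrate and 100% = no enzyme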
Target sequence (Q9ULH1 325-724 limits assumed): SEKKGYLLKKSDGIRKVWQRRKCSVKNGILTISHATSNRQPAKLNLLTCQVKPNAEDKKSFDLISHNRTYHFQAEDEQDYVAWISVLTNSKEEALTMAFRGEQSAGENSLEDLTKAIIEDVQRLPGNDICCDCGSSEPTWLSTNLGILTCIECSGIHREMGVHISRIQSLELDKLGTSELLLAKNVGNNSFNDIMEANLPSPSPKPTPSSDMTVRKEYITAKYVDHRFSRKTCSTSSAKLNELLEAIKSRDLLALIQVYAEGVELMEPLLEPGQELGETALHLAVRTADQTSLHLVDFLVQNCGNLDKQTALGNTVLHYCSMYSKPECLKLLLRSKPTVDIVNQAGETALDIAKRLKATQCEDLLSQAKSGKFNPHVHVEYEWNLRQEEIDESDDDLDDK
ADAM17 inh – ADAM17 inhibitors, primary screen, biochemical, QFRET; inhibition, % at 6.95 µM; Disintegrin and metalloproteinase domain-containing protein 17 (Homo sapiens), P78536; 0.83% of 370,000 active; recombinant ADAM17, EDANS/DABCYL FRET peptide cleavage;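 active = inhibition above the mean of compounds lying between control limits plus 3 SD, set per campaign, cut at about 8.5% in these data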;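 also: 0% = DMSO-only wells as the low control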
Tn7 DDE FP – inhibitors of Tn7 peptide binding to fibrin DD(E), primary screen, biochemical, fluorescence polarization, human fibrin, Tn7 probe; Fibrinogen beta chain (Homo sapiens), P02675; FP displacement of FITC-Tn7 peptide from fibrin DD(E); 0% = median of compound wells per plate; inhibition, % at 8.3 µM; 0.13% of 370,000 active;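 active = inhibition above the mean of compounds falling within the control limits plus 3 SD of them, cut at about 14% in these data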;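 also: 0% = plate median of compound wells and 100% = 10 µM Aha-Tn7 peptide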
Target sequence (P02675 whole entry, looked up): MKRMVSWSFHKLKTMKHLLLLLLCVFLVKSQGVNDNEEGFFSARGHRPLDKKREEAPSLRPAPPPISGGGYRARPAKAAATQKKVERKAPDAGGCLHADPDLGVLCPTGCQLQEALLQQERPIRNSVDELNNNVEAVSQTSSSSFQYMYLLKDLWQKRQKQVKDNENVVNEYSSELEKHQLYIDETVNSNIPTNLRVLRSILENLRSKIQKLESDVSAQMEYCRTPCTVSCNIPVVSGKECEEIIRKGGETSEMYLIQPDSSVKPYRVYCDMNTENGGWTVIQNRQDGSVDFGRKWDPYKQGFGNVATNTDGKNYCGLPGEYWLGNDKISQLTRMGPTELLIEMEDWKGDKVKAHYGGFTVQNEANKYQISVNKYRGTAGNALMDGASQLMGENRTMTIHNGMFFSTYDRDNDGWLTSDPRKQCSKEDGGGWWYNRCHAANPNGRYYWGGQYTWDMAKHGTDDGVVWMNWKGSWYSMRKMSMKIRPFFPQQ
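Test system: human clot-derived fibrin DD(E) complex / Quantity: 2 µM final DD(E) protein / Incubation: 10 min plus 3 h, room temperature / Measured by: fluorescence polarization / Benchmarks: high control of 10 µM Aha-Tn7 peptide / Replicates: singlicate testing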
LEDGF integ inh – blockers of LEDGF/p75-dependent integrase strand transfer – biochemical, TR-FRET, high throughput, primary screen; inhibition, % at 3.7 µM; TR-FRET IN-LEDGF/p75 DNA integration, Eu/Cy5; HIV-1 integrase (with human LEDGF/p75); 0.64% of 370,000 active;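 active = inhibition above the screen-wide mean plus 3 SD, cut at about 13% in these data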;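 also: signal is the Cy5 over europium emission ratio at 671 and 618 nm; 0% = plate median of compound wells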
KLK7 zymogen act – proKLK7 zymogen activators, primary screen, biochemical, fluorescence intensity | Kallikrein-7 (Homo sapiens), P49862 | activation, % at 7 µM | AID 652039, 2013 | 0.9% of 370,000 active | purified proKLK7, EDANS-DABCYL substrate fluorescence; 100% is mature enzyme control, 0% vehicle;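 active = activation above the mean of all tested compounds plus 3 SD, computed per campaign excluding outliers beyond control limits, cut at about 13% in these data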
ARFGAP1 inh – inhibitors of rat ARFGAP1 GAP activity, primary screen, biochemical, fluorescence polarization, GDP tracer. Arfgap1-stimulated ARF1 GTP hydrolysis, GDP FP detection. inhibition, % at 16.5 µM. 0.26% of 360,000 active;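 active = inhibition above a per-plate limit, mean inhibition of low control wells plus 3 SD, cut at about 25% in these data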;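 also: 0% = DMSO wells with enzyme and 100% = wells lacking Arfgap1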
Target sequence (Q62848 1-136 limits assumed): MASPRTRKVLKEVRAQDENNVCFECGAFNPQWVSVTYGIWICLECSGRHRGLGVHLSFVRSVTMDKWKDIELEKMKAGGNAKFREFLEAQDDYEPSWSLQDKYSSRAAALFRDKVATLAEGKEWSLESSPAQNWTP
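Assay system: Rat Arfgap1 GAP domain (His6, aa 1-136), purified enzyme | Buffer or medium: HEPES 25 mM pH 7.5, NaCl 150 mM, MgCl2, DTT | Schedule: GTP hydrolysis reaction 2 h at 25 °C | Signal: FP of antibody-bound GDP Alexa 633 tracer, ex 620/em 688 nm | Measure: Percent inhibition of Arfgap1-stimulated GTP hydrolysis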
ADAM10 inh – human ADAM10 inhibitors, primary screen, biochemical, QFRET, HTS. Disintegrin and metalloproteinase domain-containing protein 10 (Homo sapiens), O14672. recombinant ADAM10, EDANS/DABCYL FRET peptide cleavage, 3 h. inhibition, % at 7 µM. 0.62% of 370,000 active. AID 720582, 2013;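 active = inhibition above a per-campaign cutoff equal to the mean of compounds falling between control-based bounds plus 3 SD, cut at about 20% in these data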;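 also: 0% = DMSO wells while the 100% control is not disclosed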
TDP2 absorb – human TDP2 enzyme inhibitors, primary screen, biochemical, epi absorbance, recombinant enzyme. 0.34% of 370,000 active. Tyrosyl-DNA phosphodiesterase 2 (Homo sapiens), O95551. AID 720702, 2013. T5PNP hydrolysis, p-nitrophenol absorbance 415 nm. inhibition, % at 12.8 µM;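 active = inhibition above the mean of all tested compounds plus 3 SD, set per campaign, cut at about 25% in these data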;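 also: 0% = DMSO with enzyme and 100% = buffer with substrate but no TDP2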
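Incubation: 2 h at 37 °C; Test system: recombinant human TDP2; Quantity: enzyme 120 nM; Read-out basis: percent inhibition; Medium: 50 mM Tris-HCl pH 7.5 with Mg2+, KCl, DTT, BSA; Repeats: single replicate; Compound: 12.8 µM single point, 1% DMSO; Signal: epi absorbance; Reagent: 5 mM T5PNP chromogenic substrate; Benchmarks: no-enzyme high, DMSO-plus-enzyme low.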
DDE Tn6 FP inh – inhibitors of Tn6 peptide binding to fibrin DD(E), primary screen, biochemical, fluorescence polarization, human fibrin, Tn6 probe; Fibrinogen beta chain (Homo sapiens), P02675; Fibrin DD(E) TRITC-Tn6 fluorescence polarization displacement; inhibition, % at 8.3 µM; 0.21% of 370,000 active; AID 720509, 2013;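 active = inhibition above a per-campaign cutoff: mean of compounds within control limits plus 3 SD, cut at about 15% in these data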;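 also: 0% = median of all compound wells on the plate and 100% = blocking peptide control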
Numbers without * were called inactive; i = inactive; nt = no result given.

The opening 3 records, to show the layout:
SMILES | PLCg1 inh | ASAP1 GAP inh | ADAM17 inh | Tn7 DDE FP | LEDGF integ inh | KLK7 zymogen act | ARFGAP1 inh | ADAM10 inh | TDP2 absorb | DDE Tn6 FP inh
O=[N+]([O-])c1ccccc1CN1CCN(Cc2ccccn2)CC1 | 2 | -12 | -1 | 3 | -1 | 0.6 | -2 | 2 | 13 | -6
Cc1ccc(C2=NS(=O)(=O)N(C)C(C(=O)NCc3ccccn3)=C2)cc1 | -9 | -3 | -8 | 8 | -4 | -1.0 | 1 | -25 | 1 | 7
Cc1ccc(C(c2nnnn2C2CCCC2)N2CCN3CCCC3C2)cc1 (stereo not drawn) | -3 | 16 | -7 | -3 | 0 | 0.4 | -7 | -10 | -8 | 0

The listing, from the first entry:
SMILES | PLCg1 inh | ASAP1 GAP inh | ADAM17 inh | Tn7 DDE FP | LEDGF integ inh | KLK7 zymogen act | ARFGAP1 inh | ADAM10 inh | TDP2 absorb | DDE Tn6 FP inh
O=[N+]([O-])c1ccccc1CN1CCN(Cc2ccccn2)CC1 | 2 | -12 | -1 | 3 | -1 | 0.6 | -2 | 2 | 13 | -6
Cc1ccc(C2=NS(=O)(=O)N(C)C(C(=O)NCc3ccccn3)=C2)cc1 | -9 | -3 | -8 | 8 | -4 | -1.0 | 1 | -25 | 1 | 7
Cc1ccc(C(c2nnnn2C2CCCC2)N2CCN3CCCC3C2)cc1 (stereo not drawn) | -3 | 16 | -7 | -3 | 0 | 0.4 | -7 | -10 | -8 | 0
COc1ccc(CN2CCS(=O)(=O)CC2)cc1OC | -1 | -18 | -5 | -6 | -4 | -0.4 | -7 | -11 | 0 | 2
O=C(C1CCN(C2CCN(Cc3ccc4c(c3)CCO4)CC2)CC1)N1CCCC1 | 1 | -6 | -2 | -4 | -2 | -0.5 | -6 | -10 | 5 | -2
Cc1ccc(/C=C/C(=O)O)cc1S(=O)(=O)NC1CCS(=O)(=O)C1 (stereo not drawn) | 11* | 5 | 5 | -4 | 1 | -0.4 | 0 | 0 | -14 | -1
O=C(CN1CCC(C(=O)c2ccc(F)cc2)CC1)Nc1ccccc1Cl | 1 | 3 | 4 | -3 | 3 | 0.7 | 10 | 15 | -7 | -3
CN(c1ccc(F)cc1)S(=O)(=O)c1ccc(Cl)c(C(=O)NCC2CCCO2)c1 (stereo not drawn) | -4 | -13 | 1 | 3 | 2 | -0.1 | -1 | -15 | 9 | -3
COC(=O)CN1C(c2ccccc2)=Nc2ccc(Cl)cc2C1c1ccccc1 (stereo not drawn) | 1 | -5 | 3 | -3 | -1 | 0.5 | 4 | 1 | 4 | -1
COC(=O)Cc1c(C)c2ccc(OCC(=O)N(C)C)cc2oc1=O | -80 | 9 | -231 | 2 | -1 | 1.5 | 1 | i | 14 | 0
O=C(Nc1nc2ccccc2[nH]1)C12CC3CC(CC(C3)C1)C2 | 1 | -2 | 3 | -2 | 4 | 0.0 | 2 | 0 | 1 | -1
COc1ccc(-c2cc(C)no2)cc1S(=O)(=O)N1CCOc2ccc(C)cc21 | -1 | -7 | 2 | 11 | 0 | 0.2 | 15 | 5 | -9 | 8
O=C(NNC(=O)c1ccc(O)cc1O)c1ccc(-c2ccccc2)cc1 | -3 | 20 | -9 | 4 | -7 | -0.2 | -11 | -13 | -4 | 8
O=C(CSc1n[nH]c(=O)[nH]c1=O)N/N=C/C=C/c1ccccc1 | 5 | -8 | 4 | 0 | 0 | 0.3 | -10 | 10 | -13 | -7
CCCCN1C[C@H](Cc2ccccc2)[C@@H](CC(=O)NC)C1=O | -4 | 3 | -3 | -7 | 1 | -0.5 | 8 | -5 | 4 | 1
CCOc1ccc(CCNC(=O)CCNS(=O)(=O)c2ccc3c(c2)CCN3C(C)=O)cc1OCC | 1 | 2 | -2 | -7 | 1 | 0.1 | -9 | 0 | 17 | -3
Cc1cc(-c2ccc(C)c(S(=O)(=O)N3CCN(C(=O)c4ccco4)CC3)c2)on1 | -1 | -5 | -2 | -1 | -7 | -0.3 | 5 | -5 | -5 | -2
CC1(C(=O)O)CCC(C(=O)NC2CCCCCC2)C1(C)C (stereo not drawn) | -2 | 5 | -2 | 3 | -2 | 0.0 | 0 | 0 | -1 | -3
C=CCNc1n[nH]c(=S)s1 | 1 | -9 | -4 | 5 | -3 | 0.1 | 3 | -13 | 7 | 0
OCCNC(=S)NCc1ccccc1 | -1 | 1 | -2 | 2 | -2 | -0.6 | 18 | 2 | 15 | -9
CCOC(=O)NC(=O)/C(C#N)=N/Nc1c(F)cccc1F | 2 | -20 | -2 | -2 | 0 | -0.2 | 8 | 7 | -2 | -5
COc1ccc2c3c([nH]c2c1)[C@]1(CCNC=O)Nc2ccccc2C1=NCC3 | -9 | nt | -7 | 3 | -2 | nt | nt | -21 | 4 | -3
COc1ccc(C(CC(=O)O)NC(=O)COc2ccccc2OC)cc1OC (stereo not drawn) | 3 | 0 | 1 | -4 | 4 | 0.6 | 2 | -2 | 1 | -2
COc1ccc2[nH]c(=O)c(-c3noc(-c4ccc(F)cc4)n3)cc2c1 | -78 | 2 | -23 | -1 | 1 | 1.5 | -3 | -91 | 3 | -8
N#C/C(=C\c1ccc(-c2ccc(Br)cc2)o1)C(=O)NCCc1c[nH]c2ccccc12 | -18 | 24 | 3 | 1 | -1 | -0.5 | 0 | 5 | -4 | 0

Other records
SMILES | PLCg1 inh | ASAP1 GAP inh | ADAM17 inh | Tn7 DDE FP | LEDGF integ inh | KLK7 zymogen act | ARFGAP1 inh | ADAM10 inh | TDP2 absorb | DDE Tn6 FP inh
COc1ccc(NC(=O)N(C)C[C@H]2Oc3ccc(NC(=O)CCN4CCOCC4)cc3C(=O)N([C@@H](C)CO)C[C@H]2C)cc1 | -2 | -14 | 0 | 0 | 1 | 0.5 | -5 | 8 | -2 | -2
CCN(CC)S(=O)(=O)c1ccc(N2CCCC2)c(NC(=O)CSCc2c(C)noc2C)c1 | -8 | 6 | -4 | -3 | -6 | -0.3 | 6 | -19 | 9 | 4
O=C(Cn1cnc(S(=O)(=O)N2CCOCC2)c1)Nc1ccc(OC(F)(F)F)cc1 | -2 | 2 | -2 | 3 | -5 | -0.3 | -10 | 6 | 13 | 0
Cc1ccc(Cl)cc1N1CCN(c2cccc[n+]2C)CC1 | 1 | -1 | -6 | -1 | -1 | 1.6 | 4 | -2 | -2 | -1
Cc1ccc(-c2nn(CC(=O)N3CCOCC3)c(=O)c3ccccc23)cc1S(=O)(=O)N(C)C | 10* | -3 | 4 | -1 | 5 | -0.2 | -5 | 4 | -9 | -3
COc1cc(OC)cc(C(=O)NC(C(=O)Nc2ccc3c(c2)CCC3)C(C)C)c1 (stereo not drawn) | 0 | 13 | 1 | -1 | 4 | -0.2 | 1 | 0 | 5 | -5
CCC(=O)Nc1cccc(-c2ccc(N3CCCCC3)nn2)c1 | -9 | -3 | -3 | -5 | -2 | 0.2 | 10 | -9 | 3 | -4
Cc1c(Cl)cccc1NC(=O)CC1NCCNC1=O (stereo not drawn) | 0 | -7 | 0 | -7 | 3 | -0.3 | 4 | 2 | 0 | 0
CCN1C(=O)CSC1=NC12CC3CC(CC(C3)C1)C2 | 2 | 2 | -1 | 4 | 4 | 0.0 | 6 | -6 | -3 | -10
COc1cc(NC(=O)c2ccc([N+](=O)[O-])o2)ccc1NC(=O)c1ccco1 | 5 | 0 | -1 | -2 | 1 | -0.3 | 10 | 5 | 8 | -11
CCOC(=O)[C@H]1[C@H]2COc3ccc(Cl)cc3[C@@H]2N2C(=O)c3cc(F)c(F)cc3NC(=O)[C@@]12C | 1 | 13 | 1 | 4 | 1 | 0.9 | -7 | 12 | 13 | -8
Cc1ccc(OCCn2c3ccccc3n3nc(C)c(=O)nc23)cc1 | -12 | 10 | -1 | -8 | -1 | -0.4 | 12 | 1 | 5 | 4
C[C@H](CO)N1C[C@H](C)[C@@H](CN(C)CC2CCCCC2)Oc2c(NC(=O)CCC(F)(F)F)cccc2C1=O | 0 | -2 | 0 | 6 | 1 | 0.6 | -2 | 1 | -1 | 5
C[C@H](NC(=O)c1ccccc1)C(=O)N1CCN(Cc2ccc3c(c2)OCO3)CC1 | -1 | -2 | -2 | 0 | -5 | -0.7 | -12 | -16 | -10 | -2
COc1ccc(C2CC(c3ccccc3)=NN2C(=O)COC(=O)c2cccc(S(=O)(=O)N(C)C)c2)cc1 (stereo not drawn) | 1 | -1 | 6 | 1 | 2 | -0.7 | -9 | 19 | -2 | -11
C/C(=N\NC(=O)c1cc(C)[nH]n1)c1cccs1 | 5 | 1 | 6 | 2 | 6 | -0.5 | -18 | 9 | -6 | 4
O=C(COc1ccc2c3c(c(=O)oc2c1)CCC3)N1CCCC1 | -10 | 18 | -42 | -4 | 6 | -2.8 | 1 | -100 | 2 | -7
O=CNCCCc1nc2ccccc2n1Cc1ccccc1 | 0 | 1 | -1 | -2 | -3 | -0.5 | 0 | -4 | -14 | 4
C[C@H](CO)N1C[C@H](C)[C@@H](CN(C)C(=O)c2ccccc2)Oc2cc(C#C[C@@H](C)O)ccc2S1(=O)=O | -3 | 15 | 3 | -2 | -6 | 0.1 | 5 | -11 | 0 | -3
O=C(NCCc1cccs1)C1CC(c2ccc([N+](=O)[O-])cc2)=NO1 (stereo not drawn) | 3 | 3 | 1 | 3 | -1 | 0.0 | -14 | 0 | 8 | 4
CCOC(=O)c1cnc2c(OC)cccc2c1Oc1ccccc1 | -65 | -2 | -94 | -6 | 4 | 1.7 | 1 | -216 | -25 | 4
Cn1nc(C(=O)NNC(=O)c2cccc(Cl)c2)ccc1=O | 2 | 2 | -1 | 2 | -2 | -0.3 | -7 | 4 | 4 | 1
CCc1c(C)sc(NC(=O)c2cc(C)on2)c1C#N | -1 | -13 | 1 | 3 | -1 | 0.0 | -16 | 5 | 2 | 2
